Screens from PubChem.
HT1080NT lethal: kills 2HG-producing HT-1080-NT fibrosarcoma cells. HT-1080-NT fibrosarcoma viability, CellTiter-Glo ATP luminescence, 48 h. Potency, µM (doses to about 46.1 µM), for the others: at the highest dose activity, negative = less viability, actives largely listed as cytotoxic. hit rate 1.6% among 360,000. AID 686970;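 note: NT is the 2HG producing partner of a matched IDH1 knockdown line; 0% = DMSO-treated cells and -100% = media-only wells without cells; nearly all actives have a fitted effect of over 55% in size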
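750 cells/well, RPMI + 5% FBS; 2 h settle, compound pin-transfer, 48 h at 37 degrees C. CellTiter-Glo 10 min RT, luminescence. Normalized to DMSO and media-only wells.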
HT1080 IDH1KD tx: toxicity to HT-1080 IDH1 knockdown cells (counter line) | HT-1080 IDH1 knockdown viability, ATP luminescence, 48 h | Potency, µM (series often up to 46.1 µM), inactives show at the highest dose activity, negative = toxicity, usual class: cytotoxic | hit rate 2% among 360,000 | AID 686971;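 note: 0% = DMSO wells and -100% = cell-free medium wells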
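Luminescent ATP read-out (CellTiter-Glo, 10 min at room temperature) after 48 h compound exposure at 37 °C gave viability of IDH1-knockdown HT-1080 cells. Activity was normalised to DMSO and cell-free wells, then fitted as concentration-response curves.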
KB-V1 MDR tox: kills drug-selected multidrug resistant KB-V1 cells. KB-V1 MDR cells viability, CellTiter-Glo, 72 h. Potency, µM (series often up to 46.1 µM), without a hit: top-dose activity change, negative = cytotoxicity, usual class: cytotoxic. hit rate 3.4% among 400,000; note: % is set by controls: 0 for no effect and ±100 for the full control effect; nearly all actives have a fitted effect of over 60% in size
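Cytotoxicity toward P-gp-expressing KB-V1 cells was determined as loss of CellTiter-Glo luminescence after 72 h at 37 degrees C. Compounds were tested in quantitative HTS format across a concentration range, with curves fitted to normalized data.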
GLP-1R inv ag: inverse agonists of human GLP-1 receptor | P43220 | HEK293 GLP-1R CRE-luciferase, luminescence, 24 h; GLP-1R form is constitutively active | Potency, µM (highest dose often 38.3 µM), for inactives: at the highest dose activity change, negative = inhibition, actives largely listed as inhibitors | hit rate 1.6% among 410,000; note: % is set by controls: 0 for no effect and ±100 for the full control effect; nearly all actives have a fitted effect of over 55% in size
Target sequence (P43220 whole entry, looked up): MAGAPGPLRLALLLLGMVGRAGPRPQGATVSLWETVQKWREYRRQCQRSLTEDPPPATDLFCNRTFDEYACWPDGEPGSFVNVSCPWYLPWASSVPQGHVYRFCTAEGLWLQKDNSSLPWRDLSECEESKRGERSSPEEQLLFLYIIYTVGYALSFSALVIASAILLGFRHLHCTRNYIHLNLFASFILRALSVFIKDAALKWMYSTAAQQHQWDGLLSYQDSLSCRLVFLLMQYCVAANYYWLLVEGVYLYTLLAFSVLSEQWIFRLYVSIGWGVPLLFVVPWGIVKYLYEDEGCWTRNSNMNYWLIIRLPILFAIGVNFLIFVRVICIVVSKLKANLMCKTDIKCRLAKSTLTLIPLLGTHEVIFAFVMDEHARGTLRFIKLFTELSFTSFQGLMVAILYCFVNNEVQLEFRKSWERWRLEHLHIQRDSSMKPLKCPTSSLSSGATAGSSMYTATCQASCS
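GLP-1R inverse agonism mode: basal reporter luminescence in engineered HEK293 cells measured after one day of compound exposure at 37 deg C, with a 12 min room-temperature detection step.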
GLP1R cytotox: cytotoxicity counter-screen for GLP-1 receptor inverse agonists. HEK293 cAMP-luciferase reporter cells, luminescence, 24 h. Potency, µM (highest dose often 38.3 µM), for the others: at the top dose activity change, negative = inhibition, hits mostly inhibitors. hit rate 0.13% among 410,000;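 note: loss of luciferase light is scored as toxicity; % is set by controls: 0 for no effect and ±100 for the full control effect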
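MLSMR compounds, 24 hr on cells at 37 deg C/5% CO2; luminescence after luciferase reagent (12 min RT). Inhibition counted as the undesired cytotoxic outcome.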
SW480 rereplic: induces DNA re-replication in SW480 colon adenocarcinoma cells; AID 624297; SW480 DNA re-replication, Hoechst DNA content imaging, 48 h; Potency, µM (highest dose often 46.1 µM), inactives show top-dose re-replication activation, actives largely listed as activators; hit rate 1.8% among 340,000; note: % of control where 0% means no effect; nearly all actives have a fitted effect of over 55% in size
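Hoechst fluorescence of nuclei (405 nm excitation, 500-530 nm emission) measured by plate-scanning imager after 48 hr compound exposure at 37 C; re-replication scored as increased number of nuclei with elevated intensity.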
KB-3-1 tox: kills parental KB-3-1 adenocarcinoma cells | Potency, µM (titrated, usually from 46.1 µM), inactives show at the highest dose activity change, negative = cytotoxic, hits mostly cytotoxic | hit rate 1.4% among 400,000 | KB-3-1 viability, CellTiter-Glo ATP luminescence, 72 h | AID 1347075; note: % is set by controls: 0 for no effect and ±100 for the full control effect; nearly all actives have a fitted effect of over 60% in size
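Cells are dispensed, compounds pinned in, plates held at 37 °C for 72 h, then CellTiter-Glo is added and luminescence read after 10 minutes. Cell line: parental KB-3-1 in phenol-red-free DMEM, 10% FBS.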
TDP-43 yeast inh: inhibitors of TDP-43 toxicity in yeast. TDP-43 expressing yeast growth rescue, BacTiter-Glo, 24 h. AID 652104. Potency, µM (top dose mostly 46.1 µM), inactives show at the top dose growth rescue (activation), usual class: activators. hit rate 1.8% among 410,000; note: % of control where 0% means no effect; nearly all actives have a fitted effect of over 50% in size
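Yeast cells expressing TDP-43 under galactose induction are exposed to compounds for 24 hr at 30 deg C. BacTiter-Glo luminescence measures growth, so protective compounds score as activators.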
GLP1R ag: activates the human GLP-1 receptor; P43220; HEK293 GLP-1R CRE-luciferase, luminescence, 4-6 h; cells express a hypersensitive GLP-1R form; Potency, µM (top dose mostly 45.6 µM), without a hit: at the highest dose activation, most hits filed as activators; hit rate 0.007% among 380,000; AID 624172; note: % of control where 0% means no effect
Starred values were filed as active, the others as inactive; ? = inconclusive; · = not tested or not shown; [ ] = dose if it differs, or a comment. Calls come from the whole dose curve; as a rule, active = well fitted curve in the direction sought with a large enough effect; inconclusive = small, poorly fitted or top-dose-only effect, or another doubt; inactive = no such curve, though single readings can be large; an effect the other way counts as inactive or inconclusive. Potency is the fitted concentration of half-maximal effect.

mol,HT1080NT lethal,HT1080 IDH1KD tx,KB-V1 MDR tox,GLP-1R inv ag,GLP1R cytotox,SW480 rereplic,KB-3-1 tox,TDP-43 yeast inh,GLP1R ag
Cc1onc(-c2ccccc2)c1C(=O)OCC(=O)Nc1ccc(Cl)cc1,-8%,-21%,-17%,11µM*,-8%,5%,-13%,?,0%
COc1ccc(S(=O)(=O)N(C)C[C@@H]2Oc3cc(Br)ccc3S(=O)(=O)N([C@H](C)CO)C[C@@H]2C)cc1,?,?,?,?,-3%,·,15%,-1%,-5%
Cc1c(S(=O)(=O)c2ccccn2)c(N)n(Cc2cccc(Cl)c2)c1C,8%,-2%,-9%,4%,3%,-3%,-1%,14%,-3%
O=C(CNC(=O)c1ccc(C(F)(F)F)cc1)NC1CC1,2%,15%,22%,18%,1%,0%,2%,-25%,5%
CC(=O)Nc1ccc2oc(C)nc2c1,6%,10%,4%,-2%,-3%,-4%,7%,-19%,0%
COc1ccc([N+](=O)[O-])cc1NC(=O)CCN1CCN(c2ccccc2)CC1,2%,0%,?,?,-13%,-145%[inhibitor],-2%,7%,11%
N#Cc1c(SCC(=O)Nc2nc3ccc(Br)cc3s2)sc2c(O)cc(=O)[nH]c12,-5%,-14%,?,-9%,23%,12µM*,7%,-10%,-2%
CC(NC(=O)c1ccccc1F)C12CC3CC(CC(C3)C1)C2 (centres undefined),6%,5%,10%,?,1%,-18%,3%,-18%,-1%
COc1ccc(S(=O)(=O)CCc2nnc(NC(=O)c3ccc(F)cc3)s2)cc1,19%,9%,3%,-2%,-6%,?,5%,-8%,13%
COC(=O)[C@]1(C)N[C@H](CN(C)S(=O)(=O)c2ccccc2)[C@@H]2C(=O)N(Cc3ccccc3)C(=O)[C@@H]21,11%,12%,0%,6%,2%,?,0%,6%,-2%
CCN(CC(=O)Nc1ccccc1C(F)(F)F)C(=O)c1cc2c(s1)CCCCC2,-16%,-17%,-1%,?,1%,-5%,6%,-25%,26%
CC(C)c1ccc(Nc2nnc(SCC(=O)c3nnc(-c4ccccc4)o3)s2)cc1,-2%,4%,?,1%,-10%,23%,8%,20µM*,-10%
O=C(CC1(O)C(=O)Nc2ccccc21)c1ccccc1 (centres undefined),12%,0%,11%,1%,-2%,-15%,-14%,-1%,-2%
Cc1cc(C(=O)Nc2nc(C)c(C(=O)N(C)C)s2)ccc1[N+](=O)[O-],6%,11%,12%,?,-11%,-4%,19%,26%,-1%
O=S(=O)(O)Sc1ccccc1,-11%,?,-12%,-8%,8%,·,0%,4%,0%

(more compounds)
mol,HT1080NT lethal,HT1080 IDH1KD tx,KB-V1 MDR tox,GLP-1R inv ag,GLP1R cytotox,SW480 rereplic,KB-3-1 tox,TDP-43 yeast inh,GLP1R ag
CCOc1cc(/C=C/c2cccc[n+]2C)ccc1O,7%,6%,1%,8%,-13%,-14%,2%,10%,9%
CCCc1noc(-c2ccc(N3CCCCC3)c([N+](=O)[O-])c2)n1,·,·,9%,?,-7%,·,0%,?,·
Cc1cccc2c1N1C(=O)c3c(C(=O)O)cccc3C1CC2C (centres undefined),-1%,-19%,-5%,0%,4%,5%,-9%,?,-13%
CCCCC(=O)Nc1sc(C(=O)N(CC)CC)c(C)c1C(=O)OC,0%,-4%,-10%,6%,-11%,-8%,5%,?,14%
C/C(=N\NC(=O)c1ccc(O)cc1)c1cc2ccccc2o1,-14%,-14%,-21%,-27%,-5%,-2%,-19%,10%,7%
Cc1ccc2ncc(C(=O)Nc3cccc(C(F)(F)F)c3)c(=O)n2c1,·,·,?,8%,-2%,·,5%,1%,·
COc1cc(OC)cc(-c2nc3nc(C)c(CCC(=O)NCc4ccco4)c(C)n3n2)c1,-8%,-12%,-2%,9%,6%,-5%,21%,13%,-4%
Cc1noc(C)c1C(=O)NC(C)C12CC3CC(CC(C3)C1)C2 (centres undefined),2%,7%,2%,-28%,6%,0%,0%,26%,1%
CC1=CCC(C(=O)O)(C(=O)N/N=C/c2cccs2)C(c2ccc(F)cc2)C1 (centres undefined),-2%,4%,8%,0%,14%,13%,-5%,9%,5%
CN(C)CCCN1C(=O)c2cccc3cccc(c23)C1=O,?,?,0%,-16%,?,?,?,-14%,-9%
Cc1cc(C)cc(NC(=O)c2nnn(Cc3cc(C)ccc3C)c2N)c1,-24%,?,-16%,?,-23%,3%,?,10%,-6%
Cc1ccc(C2(c3ccccc3)NC(=O)N(CC(=O)NCc3ccco3)C2=O)cc1C (centres undefined),-12%,-4%,-17%,?,-9%,8%,-3%,7%,-2%
COc1ccc(C)cc1NC(=O)c1cn(C)c(=O)c2cc(OC)c(OC)cc12,·,·,1%,8%,4%,·,1%,-3%,0%
N#CCCCSc1nnc(-c2ccccn2)o1,4%,5%,-18%,0%,3%,-4%,5%,19%,-1%
O=C(c1cc(-c2cccc(Cl)c2)on1)N1CCCC1,4%,9%,-17%,18%,0%,-5%,-1%,29%,18%

Additional records follow:
mol,HT1080NT lethal,HT1080 IDH1KD tx,KB-V1 MDR tox,GLP-1R inv ag,GLP1R cytotox,SW480 rereplic,KB-3-1 tox,TDP-43 yeast inh,GLP1R ag
Cc1ccc(S(=O)(=O)N2CCN(C(=O)C3CC3C)CC2)c(C)c1 (centres undefined),0%,0%,?,-18%,-6%,-2%,-11%,12%,19%
COc1ccc(/C=C/C(=O)c2c(C)nc3ccccn23)cc1,16%,16%,?,0%,-2%,0%,-3%,8%,4%
NS(=O)(=O)c1ccc(CNC(=O)C2CCCN2C(=O)c2cccs2)cc1 (centres undefined),2%,5%,11%,6%,0%,0%,-13%,-11%,1%
COc1ccc(C2CC(c3cccs3)=NN2S(C)(=O)=O)cc1 (centres undefined),-15%,3%,-1%,-9%,1%,6%,3%,4%,17%
CCOC(=O)/C=C1\SCC(=O)N1CC(=O)NC(C)c1ccccc1 (centres undefined),-7%,-1%,-10%,-5%,7%,-4%,0%,?,2%
Cn1nc(C(C)(C)C)cc1NC(=O)Nc1ccc(Cl)cc1,-1%,-13%,-15%,?,-22%,-64%[inhibitor],-2%,5%,8%
CC12CCC(C/C1=N\OC(=O)c1ccc(F)cc1)C2(C)C (centres undefined),25%,13%,-1%,-21%,-6%,-12%,18%,?,1%
COC(=O)c1scc(C)c1NC(=O)/C=C/C(=O)O,5%,5%,26%,1%,-11%,-19%,21%,?,-2%
CC1(C)Cc2c(ccc3ccccc23)C(c2cc3ccccc3oc2=O)=N1,?,?,0%,0%,3%,?,?,5%,0%
Cc1ccc(C)c(CN2C(=O)c3ccccc3S(=O)(=O)c3ccc(C(=O)OCC4CCCO4)cc32)c1 (centres undefined),·,·,-6%,?,4%,·,0%,0%,·
O=C(NCc1ccc2c(c1)OCO2)c1sccc1Br,-26%,-18%,-18%,-10%,-8%,-7%[9.22 µM],-2%,23%,?
COc1ccc(CCC(=O)NCCNC(=O)CCc2ccc(OC)cc2)cc1,-11%,-4%,11%,2%,-5%,-15%,-4%,-16%,-1%
COc1ccccc1NS(=O)(=O)c1ccc2oc(SC3CCOC3=O)nc2c1 (centres undefined),3%,4%,7%,1%,-8%,-9%,7%,13%,-18%
Fc1ccc(NC(=S)NC2CC3CCC(C2)N3Cc2ccco2)cc1 (centres undefined),0%,2%,?,-11%,2%,0%,10%,-8%,-1%
Cc1ccc(C)c2nc(Cl)c(C3NC(=O)c4ccccc4N3)cc12 (centres undefined),?,?,?,?,-3%,3%,?,18%,14%

Single records (already shown). Values in the order: HT1080NT lethal, HT1080 IDH1KD tx, KB-V1 MDR tox, GLP-1R inv ag, GLP1R cytotox, SW480 rereplic, KB-3-1 tox, TDP-43 yeast inh, GLP1R ag
COc1ccccc1NS(=O)(=O)c1ccc2oc(SC3CCOC3=O)nc2c1 (centres undefined) in the list: 3%, 4%, 7%, 1%, -8%, -9%, 7%, 13%, -18%
NS(=O)(=O)c1ccc(CNC(=O)C2CCCN2C(=O)c2cccs2)cc1 (centres undefined) in the list: 2%, 5%, 11%, 6%, 0%, 0%, -13%, -11%, 1%

New compounds follow
mol,HT1080NT lethal,HT1080 IDH1KD tx,KB-V1 MDR tox,GLP-1R inv ag,GLP1R cytotox,SW480 rereplic,KB-3-1 tox,TDP-43 yeast inh,GLP1R ag
Cc1cc(C)nc(Nc2n[nH]c(-c3ccccc3Cl)n2)n1,8%,13%,14%,22%,-13%,12%,-17%,3%,0%
CCOC(=O)C1(Cc2cccc(OC)c2)CCN(Cc2ccc3c(c2)OCCO3)CC1,-10%,-7%,-18%,?,-19%,0%,-13%,-11%[0.397 µM],21%
COc1ccc(N2CCN(c3nc(Cl)nc(N4CCOCC4)n3)CC2)cc1,3%,0%,-8%,5%,-2%,15%,0%,-8%,6%
Cc1cccc(S(=O)(=O)NNC(=O)c2cc(-c3ccc(F)cc3)nc3ccccc23)c1,-3%,-7%,-6%,?,-7%,12%,-8%,-6%,-2%
Cn1nc(C(C)(C)C)cc1N1C(=O)CCC1(C)C(=O)Nc1ccc2ccccc2c1 (centres undefined),13%,11%,26%,28%,3%,·,0%,24%,-7%
CC(C)(C)c1csc(NC(=O)c2ccc3nccnc3c2)n1,0%,2%,-2%,-27%,-26%,0%,-15%,-8%,2%
Cc1ccc(Cn2c(CN3CCC(C(=O)NCc4cccnc4)CC3)cc3ccccc32)cc1,·,·,-5%,?,-9%,·,-4%,6%,·
CN(C)/C=N/c1nccc(-c2cccs2)n1,-1%,19%,3%,56%[activator],2%,10%,0%,-25%,7%
CC(=O)Nc1ccc(NC(=O)c2oc3cc(C)c(C)cc3c2C)cc1,1%,1%,2%,-18%,4%,2%,2%,?,-6%
O=C(NC1CC1)c1sc2ccccc2c1Cl,6%,15%,3%,15%,3%,-8%,2%,0%,21%
Cc1noc(C)c1S(=O)(=O)N1CCC(C(=O)N2CCN(c3ccc(F)cc3)CC2)CC1,1%,-4%,-29%,-17%,-17%,?,0%,-18%,-5%
COCCN1C[C@@H](CO)O[C@@H](n2cnc3c(N4CCCC4)ncnc32)C1,?,13%,4%,29%,5%,·,0%,-7%,-9%
